Source: PubChem (National Center for Advancing Translational Sciences (NCATS))
FEN1 inhibitor – human FEN1 inhibition. P39748. Potency, µM (titrated, usually from 114 µM), inactives show at the top dose activity change, negative = inhibition, usual class: inhibitors. AID 588795. actives 0.35% (n = 390,000). Recombinant FEN1 flap cleavage, fluorescence, 15 min; also: nearly all actives have a fitted effect of over 65% in size
Target sequence (P39748 whole entry, looked up): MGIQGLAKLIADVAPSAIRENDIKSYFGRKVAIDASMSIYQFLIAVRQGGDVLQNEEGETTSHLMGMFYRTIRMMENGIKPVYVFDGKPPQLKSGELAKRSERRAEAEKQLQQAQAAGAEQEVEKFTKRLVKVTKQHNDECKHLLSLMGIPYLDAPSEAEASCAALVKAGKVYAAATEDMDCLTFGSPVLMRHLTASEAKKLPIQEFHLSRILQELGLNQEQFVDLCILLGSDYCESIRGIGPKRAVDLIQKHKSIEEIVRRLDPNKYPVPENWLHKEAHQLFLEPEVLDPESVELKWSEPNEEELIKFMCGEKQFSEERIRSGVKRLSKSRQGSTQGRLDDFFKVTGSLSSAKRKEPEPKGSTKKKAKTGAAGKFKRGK
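Enzyme 10 nM, 15 min RT preincubation with compound; start with substrate 50 nM final; reads at 0 and 15 min; qHTS titration, four-parameter Hill fit.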
N370S GC mod – inhibits or activates N370S mutant glucocerebrosidase. N370S GC spleen homogenate, 4MU-glucoside fluorescence. P04062. Potency, µM (highest dose often 59.4 µM), inactives show at the highest dose activity change, negative = inhibition, usual class: inhibitors. AID 2101. actives 0.092% (n = 330,000);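 also: 0% = full enzyme activity and -100% = no enzyme basal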
TDP1 inh – inhibitors of human tyrosyl-DNA phosphodiesterase TDP1; Q9NUW8; recombinant TDP1, AlphaScreen DNA substrate cleavage; actives 0.28% (n = 350,000); Potency, µM (highest dose often 130 µM), without a hit: at the highest dose activity change, negative = inhibition, actives largely listed as inhibitors; also: nearly all actives have a fitted effect of over 40% in size
Target sequence (Q9NUW8 whole entry, looked up): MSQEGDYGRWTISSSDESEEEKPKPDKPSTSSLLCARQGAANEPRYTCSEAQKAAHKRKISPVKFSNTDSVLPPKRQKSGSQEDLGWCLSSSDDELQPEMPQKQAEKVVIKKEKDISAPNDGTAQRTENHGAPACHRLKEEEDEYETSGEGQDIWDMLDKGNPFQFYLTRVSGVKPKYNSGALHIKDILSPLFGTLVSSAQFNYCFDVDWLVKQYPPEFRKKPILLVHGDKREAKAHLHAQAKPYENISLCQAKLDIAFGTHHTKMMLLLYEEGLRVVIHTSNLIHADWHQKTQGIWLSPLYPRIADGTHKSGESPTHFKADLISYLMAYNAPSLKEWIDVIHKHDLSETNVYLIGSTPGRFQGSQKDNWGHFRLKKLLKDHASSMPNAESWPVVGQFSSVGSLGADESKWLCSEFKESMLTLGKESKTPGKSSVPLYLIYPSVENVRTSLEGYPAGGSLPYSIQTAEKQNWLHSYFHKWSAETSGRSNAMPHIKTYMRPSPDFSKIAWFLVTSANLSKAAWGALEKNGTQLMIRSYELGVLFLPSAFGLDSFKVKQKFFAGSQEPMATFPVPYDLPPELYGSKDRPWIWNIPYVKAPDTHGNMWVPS
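Compounds were preincubated with Tdp1 (1 nM final) for 15 min at room temperature before substrate (15 nM final) started a 5 min reaction; beads (10 ug/ml final) were then added for 10 min before AlphaScreen detection.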
Numbers without * were called inactive; ? = inconclusive; . = no result given; [ ] = dose if it differs, or a comment. Calls follow the shape of the dose curve; as a rule, active = well fitted curve in the direction sought with a large enough effect; inconclusive = small, poorly fitted or top-dose-only effect, or another doubt; inactive = no such curve, though single readings can be large; an effect the other way counts as inactive or inconclusive. Unless noted, % is scaled to controls: 0 for no effect and ±100 for the full control effect; potency is read from the fitted curve at half-maximal effect.

Sample of the layout:
SMILES | FEN1 inhibitor | N370S GC mod | TDP1 inh
Cc1c(OCC(=O)NC(Cc2ccc(Cl)cc2)C(=O)O)ccc2c1oc(=O)c1ccccc12 (stereo not drawn) | ? | 27% | .
Cc1cccc(NS(=O)(=O)c2csc(C(N)=O)c2)c1C | -11% | -12% | .
O=C(CNC(=O)c1ccc(Cl)cc1Cl)OCCOc1ccccc1F | -10% | . | -4%

All compounds of this part, previewed entries included:
SMILES | FEN1 inhibitor | N370S GC mod | TDP1 inh
Cc1c(OCC(=O)NC(Cc2ccc(Cl)cc2)C(=O)O)ccc2c1oc(=O)c1ccccc12 (stereo not drawn) | ? | 27% | .
Cc1cccc(NS(=O)(=O)c2csc(C(N)=O)c2)c1C | -11% | -12% | .
O=C(CNC(=O)c1ccc(Cl)cc1Cl)OCCOc1ccccc1F | -10% | . | -4%
C=C(C)C(=O)C1CCCCC1 | . | -11% | 7%
Cc1nc2ncc(Br)cc2[nH]1 | 1% | 6% | -1%
Cc1ccc(N2C(=O)C3C4C=CC(CNC(=S)Nc5ccc(Cl)cc5)(O4)C3C2=O)cc1 (stereo not drawn) | -13% | -3% | -3%
O=[N+]([O-])c1ccc(S(=O)(=O)N2CCC3(CC2)OCCN3S(=O)(=O)c2cccs2)cc1 | 1% | 0% | 2%[0.505 µM]
Cc1cc(OCC#N)nc(N)n1 | -12% | -15% | 0%
COc1ccccc1NC(=O)c1cccc(S(=O)(=O)N2CCN(Cc3ccccc3)CC2)c1 | -16% | ? | 2%[0.505 µM]
COc1ccc(C(=O)COC(=O)C2COc3ccccc3O2)cc1F (stereo not drawn) | -14% | . | -4%
O=[N+]([O-])c1ccc(-c2nc3ccc([N+](=O)[O-])cc3[nH]2)cc1 | 7% | -2% | 4%
CCC(C)(C)NC(=O)c1ccc2c(c1)S(=O)(=O)c1ccccc1C2=O | -1% | -2% | 5%
Cn1c(=O)[nH]c(=O)c2c1nc(N1CCN(C(c3ccccc3)c3ccccc3)CC1)n2CCO | 9% | -8% | .
CC1CCCCC1NC(=O)Cn1nnc2ccccc2c1=O (stereo not drawn) | 3% | -6% | -5%
Cc1ccc(C)c(NC(=O)NC2CCCCCCC2)c1 | 21% | 0% | 5%[56.1 µM]
CCc1nc(N)c(C#N)c(-c2cccc3ccccc23)c1C | 6% | 4% | 5%
O=C(C1CCN(S(=O)(=O)c2ccccc2)CC1)N1CCc2ccccc21 | -9% | -6% | -2%
CSc1ncccc1C(=O)NC1CCCCCC1 | 8% | -4% | 3%
CCOc1ncccc1C(=O)N(CC)CC(=O)NCc1ccc(Cl)cc1 | -2% | -12% | -2%
COc1ccccc1NC(=O)N[C@@H](Cc1c[nH]c2ccccc12)C(=O)NN | 10% | -14% | .
O=C(c1ccc(Cl)c(Cl)c1)N1CCC(=O)N(C(COCc2ccc(Cl)cc2)Cc2ccccc2)CC1 (stereo not drawn) | -26% | 6% | 0%
NC(=S)n1[nH]c(-c2ccccc2)c(N=Nc2ccccc2C(=O)N2CCOCC2)c1=O | 0% | 11% | 6%
CSc1ncccc1C(=O)OCC(=O)N(C)C1CCS(=O)(=O)C1 (stereo not drawn) | 9% | -8% | 4%
CCOc1ccc(NC(=O)Cn2c(=O)n(CCCC(=O)NCCc3ccc(Cl)cc3)c(=O)c3ccccc32)cc1 | 16% | . | -6%
CC(C)Sc1nc2ccccc2n1CC(=O)NCc1ccc2c(c1)OCO2 | -15% | 9% | 7%

A draw from above in order of molecular weight, rising.
SMILES | FEN1 inhibitor | N370S GC mod | TDP1 inh
CSc1ncccc1C(=O)NC1CCCCCC1 | 8% | -4% | 3%
O=[N+]([O-])c1ccc(-c2nc3ccc([N+](=O)[O-])cc3[nH]2)cc1 | 7% | -2% | 4%
COc1ccccc1NC(=O)N[C@@H](Cc1c[nH]c2ccccc12)C(=O)NN | 10% | -14% | .

The list goes on.
SMILES | FEN1 inhibitor | N370S GC mod | TDP1 inh
COc1ccc(-c2noc(N3CCC(C(=O)N4CCN(c5ccccn5)CC4)CC3)n2)cc1 | -18% | -3% | 7%
CCOc1ccc(NC(=O)CSc2oc(-c3ccc(C)cc3)nc2S(=O)(=O)c2ccc(C)cc2)cc1 | 1% | . | 9%
CCCCSc1nnc2n(CCc3ccccc3)c(=O)c3c4c(sc3n12)COC(C)(C)C4 | 2% | -14% | 5%
COc1ccccc1C(c1nnnn1C(C)(C)C)N1CCCCCC1 (stereo not drawn) | 6% | -28% | 6%
CC(C)(C)C1CCc2c(C(=O)NNC(=O)CCC(=O)O)csc2C1 (stereo not drawn) | 8% | 11% | 1%
CCCCC(=O)Nc1nnc(SCC(=O)NC2CC2)s1 | -2% | -1% | 5%
O=C(NCCS(=O)(=O)N1CCN(Cc2ccccc2)CC1)c1ccc(F)cc1 | 14% | -6% | 0%
CCN(CC)C(=O)CCc1nc2sc3c(c2c(=O)[nH]1)CCCC3 | 0% | 11% | -6%
Cc1cc(C)n2nc(C(=O)NC(c3ccccc3)c3ccccc3)nc2n1 | 2% | 4% | 0%
CC1CCN(Cc2csc(N)n2)CC1 | -11% | 2% | -1%
Cc1ccc(N(C(=O)c2snc(C(N)=O)c2N)C(C(=O)NC2CCCC2)c2ccc(C)o2)cc1 (stereo not drawn) | -3% | ? | .
CN(CCOc1ccc(Br)cc1)CC(O)COc1ccc(C#N)cc1 (stereo not drawn) | 3% | -20% | 7%
O=C(COC(=O)c1ccc(Cl)c([N+](=O)[O-])c1)NC1CCCC1 | -8% | -4% | .
Cc1sc2c(c1C)c(=O)n(CCc1ccccc1)c(=O)n2Cc1ccc(C(C)(C)C)cc1 | 6% | . | -2%
O=C(Nc1ccc(F)cc1)Nc1ccccc1NS(=O)(=O)c1cccs1 | -7% | 6% | 3%
CCOC(=O)c1c(-c2ccccc2)csc1NC(=O)c1cc(-c2cccc(Cl)c2)on1 | -12% | . | 1%
COC(=O)c1cc2n(n1)CCN(Cc1ccccc1F)C2=O | 9% | 18% | -6%
CC(C)NS(=O)(=O)c1ccc(OCC(=O)N2CCCC2)c(Cl)c1 | -4% | 4% | 6%
CC(Sc1nc2c(cc1C#N)CCCCC2)C(=O)O (stereo not drawn) | 12% | 6% | 0%
CCOc1ccc(NC(=O)Cn2c(=O)n(-c3ccccc3)c(=O)c3ccc(C(=O)NCc4ccc5c(c4)OCO5)cc32)cc1 | -17% | . | 0%
CN(CC(=O)Nc1ccc(Cl)c(C(F)(F)F)c1)C(=O)CCNC(=O)c1ccco1 | -4% | 2% | 5%
O=C(NC1CC1)c1cccc(Nc2ccc(-c3ccc4c(c3)OCCO4)nn2)c1 | -24% | -1% | 8%
CN(c1ccccc1)C(c1ccc(F)cc1)c1nnnn1C1CCCC1 (stereo not drawn) | 8% | 10% | 5%
COc1ccccc1C(=O)Nc1ccc2nc3n(c(=O)c2c1)CCCC3 | 7% | -3% | .
CCc1cccc(C)c1NC(=O)CSc1nc(C)c(C)o1 | 19% | 0% | 3%

Later entries:
SMILES | FEN1 inhibitor | N370S GC mod | TDP1 inh
Cc1ccc(S(=O)(=O)N(C)c2ccc(OC(=O)CN3C(=O)NC4(CCCC4)C3=O)cc2)cc1C | 0% | -6% | .
Cc1cc(=O)n2c3ccccc3n(CC(O)CN3CCCC3)c2c1C#N (stereo not drawn) | -33% | -9% | 4%
CCC(Cc1ccccc1)NS(=O)(=O)c1ccc2c(c1)NC(=O)CS2 (stereo not drawn) | -13% | -25% | 1%
CCN1CCN(c2ncnc3c2cnn3-c2ccc(C)c(C)c2)CC1 | 3% | . | 10%
CCCc1cc(=O)[nH]c(SCC(=O)Nc2cc(S(=O)(=O)N3CCCCC3)ccc2C)n1 | 11% | . | 4%
CCC1CCCCN1C(=O)CCS(=O)(=O)c1cc2c(cc1C)NC(=O)CO2 (stereo not drawn) | -9% | . | 8%
COC(=O)C1=C(N)Oc2cc(N(C)C)ccc2C1c1ccccc1OC (stereo not drawn) | -6% | 9% | 12%
COCC(=O)Nc1ccc2c(c1)OCC(=O)N2Cc1ccc(C)cc1 | -9% | -4% | .
COc1ccc(C=C(c2ccc(OC)cc2)c2ccc(OC)cc2)cc1 | 3% | -19% | -8%
CC1CCCC(NC(=O)CNCc2ccccc2F)C1C (stereo not drawn) | 3% | -1% | -5%
CC(=O)c1cccc(NC(=O)Cn2cnc(S(=O)(=O)N3CCCC3)c2)c1 | -11% | 1% | 1%
O=C(N/N=C/c1ccc(Cl)c([N+](=O)[O-])c1)c1ccc2nc[nH]c2c1 | ? | -2% | 5%
CCC(C)NC(=O)C1CCCCN1S(=O)(=O)c1ccc(F)cc1 (stereo not drawn) | 3% | -4% | -1%
CCC(=O)Nc1nnc(CSCc2ccccc2)s1 | 7% | 3% | 1%
COc1ccc(C(=O)O)cc1S(=O)(=O)N1CCN(c2ccccn2)CC1 | 0% | 2% | .
CC(=O)c1ccc(N2CCN(C(=O)c3cc4cc5cc(C)ccc5nc4s3)CC2)cc1 | 24% | . | 1%
Cc1cc(=O)oc2cc(OC(=O)c3ccco3)ccc12 | -23% | 12% | -4%
CN(C)S(=O)(=O)NCCNC(=O)c1cc(OCC(F)(F)F)ccc1OCC(F)(F)F | 1% | 6% | 1%
CC(C)(C)c1ccc(C(=O)N2CCN(c3ncccn3)CC2)cc1 | -5% | -6% | .
O=C(COC(=O)c1cncc(Br)c1)NCc1ccc(F)cc1 | -15% | 0% | -3%
COc1ccccc1-c1ccc(SCC(=O)NCCc2ccccc2)nn1 | -5% | 3% | 2%
Cc1ccc(-c2ccc(SCC(=O)N3CCc4ccccc43)nn2)cc1 | . | 3% | 3%
COc1cccc(/C=N/NC(=O)c2ccccc2N(Cc2ccccc2)S(=O)(=O)c2ccccc2)c1OC | 0% | -11% | 9%
O=C(O)c1ccc([N+](=O)[O-])cc1 | -14% | 7% | 15%
O=C(NC1CCCCC1)C(c1ccc(Cl)cc1)N1CCC2(CC1)OCCO2 (stereo not drawn) | -6% | -17% | -1%

Sorted by the number under TDP1 inh (ascending): some entries from above
SMILES | FEN1 inhibitor | N370S GC mod | TDP1 inh
O=C(COC(=O)c1cncc(Br)c1)NCc1ccc(F)cc1 | -15% | 0% | -3%
CCC(=O)Nc1nnc(CSCc2ccccc2)s1 | 7% | 3% | 1%
COc1cccc(/C=N/NC(=O)c2ccccc2N(Cc2ccccc2)S(=O)(=O)c2ccccc2)c1OC | 0% | -11% | 9%

(further entries)
SMILES | FEN1 inhibitor | N370S GC mod | TDP1 inh
O=C(CSc1nc2nc3c(cc2c(=O)n1-c1ccccc1)CCCC3)Nc1ccccc1 | 0% | -1% | 2%
CCCC(O)(CCC)C(=O)NN(C(=O)CCl)c1cccc(C)c1 | 2% | 3% | -3%
COc1ccc(CCNC(=O)/C=C/C(=O)O)cc1OC | -9% | 1% | -5%
CC(C)(C)c1ccc(-c2noc(CCC(=O)NCc3ccco3)n2)cc1 | -14% | 0% | 1%
COCc1c(C(=O)N/N=C(/C)c2ccccc2)nnn1-c1nonc1N | 17% | -1% | 7%
CC[C@H](C)[C@@H](NC(=O)O[C@@H]1C(=O)c2ccc(OC)cc2O[C@H]1c1ccc2c(c1)OCO2)C(=O)OC | . | 4% | 5%
N#Cc1ccsc1NC(=O)CSc1nncs1 | -5% | . | 0%
Cc1ccc(OC(=S)Nc2ccc(F)cc2)cc1 | 3% | -3% | 2%
COc1cc(CN2CCC(n3nccc3NC(=O)c3ccc4c(c3)OCO4)CC2)ccc1O | 5% | -6% | 3%[56.1 µM]
CCc1ccc(NC(=O)CSc2nc3n[nH]c(C)c3c(=N)n2-c2ccc(C)cc2)cc1 | 4% | . | 6%
COc1ccc(-c2csc(NC(=O)CSc3n[nH]c(N)n3)n2)cc1 | -11% | 2% | 5%
Cc1cc(Cl)ccc1C1=CC(=O)C[C@H](c2ccc(F)cc2)C1 | 6% | . | -8%
O=S(=O)(NCc1ccco1)N1CCCCCC1 | -8% | 5% | -1%
COc1ccc(CCN(C)C(=O)C2CCN(Cc3cccc(OC)c3OC)CC2)cc1OC | 0% | -11% | 4%
Cc1ccc(-n2ncc(C(=O)N3CCN(Cc4ccccc4)CC3)c2C2CCN(C(=O)OC(C)(C)C)CC2)c(C)c1 | 16% | . | 7%

6 records drawn at random from those above, as already listed:
SMILES | FEN1 inhibitor | N370S GC mod | TDP1 inh
CCc1ccc(NC(=O)CSc2nc3n[nH]c(C)c3c(=N)n2-c2ccc(C)cc2)cc1 | 4% | . | 6%
CC(C)(C)c1ccc(-c2noc(CCC(=O)NCc3ccco3)n2)cc1 | -14% | 0% | 1%
N#Cc1ccsc1NC(=O)CSc1nncs1 | -5% | . | 0%
CC[C@H](C)[C@@H](NC(=O)O[C@@H]1C(=O)c2ccc(OC)cc2O[C@H]1c1ccc2c(c1)OCO2)C(=O)OC | . | 4% | 5%
COc1ccc(CCN(C)C(=O)C2CCN(Cc3cccc(OC)c3OC)CC2)cc1OC | 0% | -11% | 4%
COc1cc(CN2CCC(n3nccc3NC(=O)c3ccc4c(c3)OCO4)CC2)ccc1O | 5% | -6% | 3%[56.1 µM]
